TRPN1 ag – zebrafish TRPN1 channel agonists, primary screen, cell-based, HEK293, calcium fluorescence. HEK293 zebrafish TRPN1-YFP, Fluo-8 calcium fluorescence; 100% = response to 87 µM carbachol. activation, % at 3 µM. 220,000 tested, 0.18% active. AID 1424, 2008;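 active = activation above its plate's cutoff, the mean activation of test wells on that plate plus 3 SD, cut at about 19% in these data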;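 note: 0% = DMSO alone and 100% = 87 µM carbachol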
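System: zebrafish TRPN1-YFP in HEK293 cells / Dosing: 3 µM single point / Timing: dye loading 1 h at 37 °C, then 30 min room temperature / Signal: Fluo-8 calcium fluorescence, excitation 470-495 nm, emission 515-575 nm / Read-out basis: percent activation from peak over basal fluorescence ratio, control-normalized / Control set: high carbachol 87 µM, low DMSO alone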
Calpain2 inh – inhibitors of pig calpain II, primary screen, biochemical, fluorogenic peptide substrate, 1536-well | purified calpain II, 30 min | inhibition, % at 16 µM | 220,000 tested, 0.37% active | AID 1236, 2008;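 active = inhibition above about 50%, limit read from the data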
TbHK1 inh – Trypanosoma brucei hexokinase 1 inhibitors, primary screen, biochemical, G6PDH-coupled NADH absorbance, MLSCN library | hexokinase 1 [Trypanosoma brucei] | recombinant TbHK1, G6PDH-coupled NADH A340 | inhibition, % at 10 µM | 220,000 tested, 0.11% active;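 active = inhibition of 50% or more in the single-dose primary screen; inactive = inhibition below 50%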
EBV gp42 inh – Epstein-Barr virus gp42 inhibitors, primary screen, biochemical, uHTS, fluorescence polarization; 220,000 tested, 0.42% active; Fluorescence polarization binding assay, mP read-out; inhibition, % (tested at 21.74 µM); Glycoprotein 42 (Epstein-Barr virus (strain AG876)), Q1HVG2; AID 1085, 2008; in the data active = inhibition above about 50%
Target sequence (Q1HVG2 whole entry, looked up): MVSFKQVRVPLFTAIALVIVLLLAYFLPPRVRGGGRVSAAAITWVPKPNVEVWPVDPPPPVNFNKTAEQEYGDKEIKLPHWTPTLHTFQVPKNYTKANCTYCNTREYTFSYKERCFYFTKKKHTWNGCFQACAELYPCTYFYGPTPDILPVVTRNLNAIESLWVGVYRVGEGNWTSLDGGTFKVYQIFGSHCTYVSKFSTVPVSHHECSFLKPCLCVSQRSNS
thrombin 1536 – human alpha-thrombin inhibitors, primary screen, counter-screen for coagulation protease inhibitor project, biochemical, 1536-well, fluorogenic AMC substrate; AID 1046, 2008; 220,000 tested, 0.26% active; inhibition, % at 5 µM; Prothrombin (Homo sapiens), P00734; Boc-VPR-AMC fluorogenic substrate cleavage;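 active = inhibition at or above 40%; inactive = inhibition below 40%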;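 note: 0% = enzyme with no compound and 100% = wells without enzyme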
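Test system: human alpha-thrombin protein / Dosing: one concentration per compound, 5 µM, with 0.2% DMSO / Medium: pH 7.5 Tris-saline with Tween 20 / Benchmarks: no-compound enzyme wells and no-enzyme blanks / Read-out basis: percent inhibition of thrombin substrate cleavage / Timing: reaction at room temperature / Measured by: fluorescence, ex 355 nm, em 460 nm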
TRPML3 agonist – human TRPML3 channel agonists, primary screen, cell-based, HEK293 TRPML3-YFP, Fluo-8 calcium fluorescence, 3 µM; Mucolipin-3 (Homo sapiens), Q8TDD5; 100% = the carbachol control signal; activation, % at 3 µM; 220,000 tested, 0.29% active; AID 1448, 2008;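 active = activation above its plate's cutoff, the mean activation of the plate's test wells plus 3 SD, cut at about 12% in these data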;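 note: 0% = DMSO only wells and 100% = carbachol wells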
Target sequence (Q8TDD5 whole entry, looked up): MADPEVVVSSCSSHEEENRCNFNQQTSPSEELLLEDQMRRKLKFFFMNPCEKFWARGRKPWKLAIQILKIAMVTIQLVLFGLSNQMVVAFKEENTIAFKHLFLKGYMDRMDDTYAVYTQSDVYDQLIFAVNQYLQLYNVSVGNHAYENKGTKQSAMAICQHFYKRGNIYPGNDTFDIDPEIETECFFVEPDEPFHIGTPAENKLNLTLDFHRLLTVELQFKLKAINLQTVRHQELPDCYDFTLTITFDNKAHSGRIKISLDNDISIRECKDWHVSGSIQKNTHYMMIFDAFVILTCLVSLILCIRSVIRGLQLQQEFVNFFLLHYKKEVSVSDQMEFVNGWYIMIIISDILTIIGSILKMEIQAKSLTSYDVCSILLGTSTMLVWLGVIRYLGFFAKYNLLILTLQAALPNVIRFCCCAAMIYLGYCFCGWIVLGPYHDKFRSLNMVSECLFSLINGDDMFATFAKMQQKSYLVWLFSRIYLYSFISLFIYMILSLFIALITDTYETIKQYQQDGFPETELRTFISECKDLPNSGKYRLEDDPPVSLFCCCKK
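Test system: TRPML3-YFP stable HEK293 cells. Doses: single point at 3 µM. Incubation: dye loading 1 h 37 °C then 30 min ambient, 125 s read. Signal: Fluo-8 calcium dye fluorescence, ex 470-495, em 515-575 nm. Measure: percent activation from peak-to-basal fluorescence ratio, scaled between DMSO and carbachol.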
PPC-1+TRAIL kill – compounds killing PPC-1 cancer cells with TRAIL present, primary screen, TRAIL potentiator project, ATPLite luminescence, uHTS; PPC-1 cells + TRAIL, ATPLite viability luminescence; cell killing (% activity), % at 4 µM; 220,000 tested, 0.41% active;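 active = cell killing above 50% in the first pass at 4 µM, then a duplicate retest at 5 µM averaging 50% or more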;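 note: plate controls were cells with TRAIL plus DMSO for no effect and medium-only wells lacking cells for full effect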
KCC2 mod – KCC2 cotransporter modulators, thallium flux, primary screen, cell-based, HEK293 KCC2, FluoZin-2 fluorescence, MLSMR | Solute carrier family 12 member 5 (Homo sapiens), Q9H2X9 | KCC2 cells, thallium flux FluoZin-2 fluorescence | B-score of Tl+ flux slope (higher = more flux/activation; lower = inhibition) at 10 µM | 190,000 tested, 2.2% active | AID 1456, 2008;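 active = thallium flux slope and its plate-corrected score both differing from the plate sample mean at a set confidence after two filtering rounds, in either direction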;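 note: slope of fluorescence scaled to starting intensity during 10 to 20 s after thallium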
Furin inhibitor – human furin inhibitors, primary screen, biochemical, fluorescence intensity; purified furin, fluorogenic substrate cleavage; inhibition, % at 30 µM; 220,000 tested, 0.061% active; AID 463115, 2010; in the data active = inhibition above about 25%; note: inactives centre near -15
Active calls of the source: *; [ ] = dose if it differs, or a comment.

How did CN(C)C(=S)NC1CCS(=O)(=O)C1 (stereo not drawn) do in these assays?
TRPN1 ag: 1.0; Calpain2 inh: 27; TbHK1 inh: 0; EBV gp42 inh: 8; thrombin 1536: -6; TRPML3 agonist: 1.2; PPC-1+TRAIL kill: 11; KCC2 mod: 0.98; Furin inhibitor: -20

What do the screens show for `CCn1c(CC(=O)Nc2ccc(Cl)c(Cl)c2)nnc1SCc1ccc(Cl)cc1`?
TRPN1 ag: 0.6; Calpain2 inh: 13; TbHK1 inh: 2; EBV gp42 inh: -3; thrombin 1536: -2; TRPML3 agonist: 0.8; PPC-1+TRAIL kill: 6; KCC2 mod: 1.3; Furin inhibitor: -6[20 µM]

Results for CC1CC(C)CN(S(=O)(=O)c2ccc3c(c2)n(C)c(=O)c(=O)n3C)C1 (stereo not drawn) ?
TRPN1 ag: -0.9; Calpain2 inh: -29; TbHK1 inh: -81; EBV gp42 inh: -14; thrombin 1536: 1; TRPML3 agonist: -0.3; PPC-1+TRAIL kill: -3; KCC2 mod: 0.67; Furin inhibitor: -39

Results for COc1cc2c(cc1OC)C1C/C(=N\O)C(CC(C)C)CN1CC2 (stereo not drawn) ?
TRPN1 ag: 1.0; Calpain2 inh: 4; TbHK1 inh: 0; EBV gp42 inh: -26; thrombin 1536: -6; TRPML3 agonist: 0.4; PPC-1+TRAIL kill: 11; KCC2 mod: 0.59; Furin inhibitor: -11[20 µM]

What do the screens show for `COc1ccc(COCC(O)CN2CCC(CN3C(=O)c4cccc5cccc(c45)C3=O)CC2)cc1OC` (stereo not drawn)?
TRPN1 ag: -1.7; Calpain2 inh: -3; TbHK1 inh: -69; EBV gp42 inh: -3; thrombin 1536: -2; TRPML3 agonist: 0.7; PPC-1+TRAIL kill: 10; KCC2 mod: -1.4; Furin inhibitor: -28

What do the screens show for `Cc1sc(NC(=O)c2ccccc2)c(C(=O)N2CCN(C)CC2)c1C`?
TRPN1 ag: 0.3; Calpain2 inh: -20; TbHK1 inh: -7; EBV gp42 inh: -1; thrombin 1536: -6; TRPML3 agonist: 0.6; PPC-1+TRAIL kill: 18; KCC2 mod: -0.33; Furin inhibitor: -13[20 µM]

How did CCOC(=O)N1CCC(N2CCCC(CO)(Cc3cccc(OC)c3)C2)CC1 (stereo not drawn) do in these assays?
TRPN1 ag: 0.2; Calpain2 inh: -35; TbHK1 inh: 0; EBV gp42 inh: -5; thrombin 1536: -15; TRPML3 agonist: 0.7; KCC2 mod: 1.6; Furin inhibitor: -20

What do the screens show for `Cn1nnc(NC(=O)c2ccc3ccccc3c2)n1`?
TRPN1 ag: 0.4; Calpain2 inh: -27; TbHK1 inh: 3; EBV gp42 inh: 1; thrombin 1536: -1; TRPML3 agonist: 0.9; PPC-1+TRAIL kill: 4; KCC2 mod: 0.2; Furin inhibitor: 3[20 µM]

Results for O=C(c1csc2ccccc12)N1CCN(c2ccc(Cl)c(Cl)c2)CC1 ?
TRPN1 ag: -1.0; Calpain2 inh: 12; TbHK1 inh: 13; EBV gp42 inh: -19; thrombin 1536: -3; TRPML3 agonist: 0.1; PPC-1+TRAIL kill: 9; KCC2 mod: 1.1; Furin inhibitor: -15

What do the screens show for `CCNC(=O)NC(=O)C(C)SCc1ccccc1C` (stereo not drawn)?
TRPN1 ag: 0.1; Calpain2 inh: -15; TbHK1 inh: -2; EBV gp42 inh: 0; thrombin 1536: -13; TRPML3 agonist: -1.1; PPC-1+TRAIL kill: 19; KCC2 mod: 0.075; Furin inhibitor: -15

Results for CCOc1ccc(-c2nc(CSc3nnc(C)s3)cs2)cc1OC ?
TRPN1 ag: -0.5; Calpain2 inh: -33; TbHK1 inh: -11; EBV gp42 inh: -5; thrombin 1536: -9; TRPML3 agonist: -0.6; PPC-1+TRAIL kill: -11; KCC2 mod: -1.3; Furin inhibitor: -11[20 µM]

Results for Cn1c(NN)nc2ccccc2c1=O ?
TRPN1 ag: 2.0; Calpain2 inh: 28; TbHK1 inh: -1; EBV gp42 inh: -10; thrombin 1536: -2; TRPML3 agonist: 0.5; PPC-1+TRAIL kill: 5; KCC2 mod: -0.24; Furin inhibitor: -11

What do the screens show for `COc1ccccc1NC(=O)NCC(=O)Nc1ccc(F)c(F)c1`?
TRPN1 ag: 0.3; Calpain2 inh: -26; TbHK1 inh: -5; EBV gp42 inh: -16; thrombin 1536: 0; TRPML3 agonist: 0.1; PPC-1+TRAIL kill: -18; Furin inhibitor: -10

Results for Cc1cc(C)cc(NS(=O)(=O)c2ccc(Oc3ncc(C(F)(F)F)cc3Cl)cc2)c1 ?
TRPN1 ag: -0.5; Calpain2 inh: 30; TbHK1 inh: 12; EBV gp42 inh: 4; thrombin 1536: 2; TRPML3 agonist: -0.2; PPC-1+TRAIL kill: -2; Furin inhibitor: -8[20 µM]

Results for Cc1ccc(-c2nnc(SCC(=O)N/N=C/c3ccc(C)s3)n2-c2ccccc2)cc1 ?
TRPN1 ag: -0.1; Calpain2 inh: -45; TbHK1 inh: -6; EBV gp42 inh: 40; thrombin 1536: -5; TRPML3 agonist: -0.3; PPC-1+TRAIL kill: -5; KCC2 mod: -0.86; Furin inhibitor: -15

How did Nc1nc(SCC(=O)NCCO)nc2sc3c(c12)CCCC3 do in these assays?
TRPN1 ag: 0.2; Calpain2 inh: 24; TbHK1 inh: 9; EBV gp42 inh: -1; thrombin 1536: -9; TRPML3 agonist: 0.5; PPC-1+TRAIL kill: 1; KCC2 mod: 0.44; Furin inhibitor: -7

How did CCn1c(=O)c(C(=O)NCCNCCO)c(O)c2ccccc21 do in these assays?
TRPN1 ag: 0.4; Calpain2 inh: -38; TbHK1 inh: -2; EBV gp42 inh: -6; thrombin 1536: 1; TRPML3 agonist: 0.5; PPC-1+TRAIL kill: 18; KCC2 mod: 1.3; Furin inhibitor: -26

Results for Cc1cc(Br)c2nc3c(c(C(=O)O)c2c1)CCCCC3 ?
TRPN1 ag: 0.8; Calpain2 inh: -2; TbHK1 inh: -5; EBV gp42 inh: 47; thrombin 1536: -5; TRPML3 agonist: 0.7; PPC-1+TRAIL kill: 3; KCC2 mod: -0.39; Furin inhibitor: -16

Results for CC(C)(C)c1ccccc1NC(=S)NCc1ccccc1 ?
TRPN1 ag: -0.8; Calpain2 inh: -8; TbHK1 inh: -2; EBV gp42 inh: -21; thrombin 1536: -10; TRPML3 agonist: -0.8; PPC-1+TRAIL kill: 20; KCC2 mod: 0.24; Furin inhibitor: -13

Results for S=C(NCCN1CCOCC1)Nc1ccc(-c2nc3ccccc3[nH]2)cc1 ?
TRPN1 ag: 3.6; Calpain2 inh: -21; TbHK1 inh: -24; EBV gp42 inh: 8; thrombin 1536: -6; TRPML3 agonist: 1.3; PPC-1+TRAIL kill: 13; KCC2 mod: -1.1; Furin inhibitor: -12

What do the screens show for `CCOC(=O)N1CCN(S(=O)(=O)c2cccc3nsnc23)CC1`?
TRPN1 ag: -0.1; Calpain2 inh: 7; TbHK1 inh: -6; EBV gp42 inh: -22; thrombin 1536: -2; TRPML3 agonist: 0.6; PPC-1+TRAIL kill: 15; KCC2 mod: 0.98; Furin inhibitor: -24

Results for CC(C)[C@H](NS(=O)(=O)c1ccccc1)C(=O)OCC(=O)NC(=O)c1cccn1C ?
TRPN1 ag: -0.2; Calpain2 inh: 6; TbHK1 inh: -5; EBV gp42 inh: 12; thrombin 1536: -3; TRPML3 agonist: 0.4; PPC-1+TRAIL kill: 19; Furin inhibitor: -15[20 µM]

How did Cc1ccccc1/C=C/C(=O)NCC(=O)N1CCC(N(C)C2CCCCC2C)CC1 (stereo not drawn) do in these assays?
TRPN1 ag: -0.6; Calpain2 inh: 25; TbHK1 inh: -2; EBV gp42 inh: -3; thrombin 1536: -6; TRPML3 agonist: -0.6; PPC-1+TRAIL kill: 23; KCC2 mod: 0.01; Furin inhibitor: -20

Results for COc1ccc(N=Cc2nc(-c3ccco3)oc2O)cc1 ?
TRPN1 ag: 0.4; Calpain2 inh: 1; TbHK1 inh: -17; EBV gp42 inh: -9; thrombin 1536: 3; TRPML3 agonist: -0.3; PPC-1+TRAIL kill: 6; KCC2 mod: -0.81; Furin inhibitor: -7[20 µM]

Quoted at random: 2 compounds from above
Results for Cc1cc(C)cc(NS(=O)(=O)c2ccc(Oc3ncc(C(F)(F)F)cc3Cl)cc2)c1 ?
TRPN1 ag: -0.5; Calpain2 inh: 30; TbHK1 inh: 12; EBV gp42 inh: 4; thrombin 1536: 2; TRPML3 agonist: -0.2; PPC-1+TRAIL kill: -2; Furin inhibitor: -8[20 µM]

Results for CC(C)(C)c1ccccc1NC(=S)NCc1ccccc1 ?
TRPN1 ag: -0.8; Calpain2 inh: -8; TbHK1 inh: -2; EBV gp42 inh: -21; thrombin 1536: -10; TRPML3 agonist: -0.8; PPC-1+TRAIL kill: 20; KCC2 mod: 0.24; Furin inhibitor: -13

(further entries)
Results for COc1ccc(-c2[nH]ncc2CN(Cc2nccn2C)C(C)C)cc1F ?
TRPN1 ag: 1.3; Calpain2 inh: -15; EBV gp42 inh: -10; thrombin 1536: 2; TRPML3 agonist: 0.1; PPC-1+TRAIL kill: 1; KCC2 mod: -0.86

How did COc1ccc(N2CCN(C(=O)Cc3cccs3)CC2)cc1 do in these assays?
TRPN1 ag: -1.1; Calpain2 inh: -21; TbHK1 inh: 35; EBV gp42 inh: -14; thrombin 1536: 4; TRPML3 agonist: 0.9; PPC-1+TRAIL kill: -5; KCC2 mod: 0.13; Furin inhibitor: -11[20 µM]

Results for COc1ccc(CCn2c(N3CCN(Cc4ccccc4)CC3)nc3c2c(=O)[nH]c(=O)n3C)cc1 ?
TRPN1 ag: -0.1; Calpain2 inh: -15; TbHK1 inh: 3; EBV gp42 inh: -18; thrombin 1536: 3; TRPML3 agonist: 0.0; PPC-1+TRAIL kill: -3; Furin inhibitor: -15

What do the screens show for `C#Cc1ccc([C@@H]2C=C(C(=O)NC3CC3)O[C@H](OCCCCO)C2)cc1`?
Calpain2 inh: -21; TbHK1 inh: -13; EBV gp42 inh: 4; thrombin 1536: -6; PPC-1+TRAIL kill: 0; KCC2 mod: -0.048; Furin inhibitor: -24

How did COc1cc(S(=O)(=O)NC2CCCCC2)c(C)cc1C do in these assays?
TRPN1 ag: -3.5; Calpain2 inh: 34; TbHK1 inh: 4; EBV gp42 inh: -3; thrombin 1536: 1; TRPML3 agonist: -1.9; PPC-1+TRAIL kill: 7; KCC2 mod: 0.64; Furin inhibitor: -19

Results for O=C(Nc1nc(COc2ccccc2)cs1)c1ccccc1F ?
TRPN1 ag: 1.8; Calpain2 inh: -16; TbHK1 inh: -4; EBV gp42 inh: 0; thrombin 1536: 2; TRPML3 agonist: 1.8; PPC-1+TRAIL kill: 15; KCC2 mod: -3.6; Furin inhibitor: -19
